ALOX12 inh: inhibitors of human 12S-lipoxygenase ALOX12; Potency, µM (doses to about 108 µM), inactives show at the highest dose activity change, negative = inhibition, usual class: inhibitors; purified 12hLO, xylenol orange hydroperoxide absorbance; AID 1671190; hit rate 1.1% among 580,000; note: potency is the fitted concentration of half-maximal effect; % is set by controls: 0 for no effect and ±100 for the full control effect
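Hydroperoxide product was detected by ferrous iron/xylenol orange as the 573 to 405 nm absorbance ratio. Arachidonic acid at 40 uM (final) was turned over for 30 min at room temperature by 150 nM human 12hLO, pH 7.0 Hepes buffer, after 15 min compound preincubation.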
Anesthetic bind: binds horse apoferritin like a general anesthetic. Potency, µM (top dose mostly 77.5 µM), inactives show at the highest dose activity change, negative = displacement, most hits filed as inhibitors. hit rate 0.074% among 350,000. apoferritin/1-aminoanthracene competitive binding, fluorescence. AID 485281. P02791; note: potency is the fitted concentration of half-maximal effect; % is set by controls: 0 for no effect and ±100 for the full control effect; nearly all actives have a fitted effect of over 20% in size
Target sequence (P02791 2-175 limits assumed): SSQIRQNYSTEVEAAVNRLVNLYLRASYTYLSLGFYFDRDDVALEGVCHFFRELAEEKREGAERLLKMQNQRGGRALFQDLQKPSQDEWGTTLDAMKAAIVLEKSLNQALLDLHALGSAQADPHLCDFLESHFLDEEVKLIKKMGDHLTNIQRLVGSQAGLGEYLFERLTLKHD
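10 uM apoferritin + 50% sat. 1-AMA, PBS; cpd 10 min RT; Ex380/Em535 endpoint; normalized to free probe vs complex; 4-param Hill fit; propofol titration as pos. ctrl.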
TRHR ag: agonists of human TRH receptor; TRHR cells, calcium flux fluo-8, FDSS agonist mode; AID 493084; P34981; activation, % at 2 µM; hit rate 0.18% among 360,000; in the data active = activation above about 30%; note: 0% is about no effect
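Fluo-8-loaded TRHR cells; 10 s baseline, compound added, kinetic Ca2+ fluorescence read 1/s, agonist mode.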
BLM helicase inh: blocks DNA unwinding by human BLM helicase; AID 2528; Potency, µM (series often up to 56.1 µM), inactives show at the top dose activity change, negative = inhibition, hits mostly inhibitors; P54132; recombinant BLM DNA unwinding, fluorescence dequenching; hit rate 0.2% among 350,000;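 note: potency is the fitted concentration of half-maximal effect; plate controls were vehicle for no effect and no enzyme for full effect; nearly all actives have a fitted effect of over 35% in size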
POLK inh: blocks human DNA polymerase kappa activity. hit rate 0.53% among 400,000. purified Pol kappa, fluorescent DNA synthesis assay, 10 min. Q9UBT6. Potency, µM (doses to about 107 µM), without a hit: at the top dose activity, negative = inhibition, actives largely listed as inhibitors; note: potency is the fitted concentration of half-maximal effect; % is set by controls: 0 for no effect and ±100 for the full control effect
Target sequence (Q9UBT6 whole entry, looked up): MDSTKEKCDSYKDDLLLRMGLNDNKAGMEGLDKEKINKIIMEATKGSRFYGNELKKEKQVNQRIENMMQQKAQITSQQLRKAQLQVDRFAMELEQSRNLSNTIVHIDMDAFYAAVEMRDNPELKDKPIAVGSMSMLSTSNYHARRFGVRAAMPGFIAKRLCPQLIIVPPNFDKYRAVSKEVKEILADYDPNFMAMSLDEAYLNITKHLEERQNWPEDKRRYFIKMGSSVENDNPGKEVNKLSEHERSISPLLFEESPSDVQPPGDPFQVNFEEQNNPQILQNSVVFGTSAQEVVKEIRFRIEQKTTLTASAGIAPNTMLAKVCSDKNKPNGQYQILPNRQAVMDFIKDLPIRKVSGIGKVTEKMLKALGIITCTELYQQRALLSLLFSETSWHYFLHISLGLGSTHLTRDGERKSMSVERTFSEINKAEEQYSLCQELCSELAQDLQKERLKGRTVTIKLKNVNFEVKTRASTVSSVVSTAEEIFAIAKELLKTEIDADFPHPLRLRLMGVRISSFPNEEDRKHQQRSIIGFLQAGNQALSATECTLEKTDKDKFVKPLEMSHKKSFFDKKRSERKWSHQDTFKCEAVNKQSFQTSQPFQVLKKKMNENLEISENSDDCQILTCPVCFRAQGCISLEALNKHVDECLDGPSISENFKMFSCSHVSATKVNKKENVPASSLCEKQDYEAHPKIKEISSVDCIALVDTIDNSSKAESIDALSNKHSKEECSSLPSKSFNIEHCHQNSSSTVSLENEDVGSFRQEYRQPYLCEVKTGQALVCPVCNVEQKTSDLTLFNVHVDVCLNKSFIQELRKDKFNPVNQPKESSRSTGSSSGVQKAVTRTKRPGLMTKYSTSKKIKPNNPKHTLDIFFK
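First, compounds were pin-transferred onto 10 nM Pol kappa. After 15 min at room temperature, substrate was added to 50 nM final. Fluorescence was then measured kinetically at 0 and 10 min.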
POLB inh: inhibitors of human DNA polymerase beta | hit rate 1.3% among 340,000 | P06746 | AID 485314 | Pol beta primer extension/strand displacement, fluorescence kinetic | Potency, µM (series often up to 114 µM), for the others: at the top dose activity change, negative = inhibition, usual class: inhibitors; note: potency is the fitted concentration of half-maximal effect; % is set by controls: 0 for no effect and ±100 for the full control effect
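Enzyme-only controls used 10 nM Pol beta; buffer lacking enzyme served as negative control. Compound preincubated 15 min, then 50 nM substrate added; 0 and 10 min reads at room temperature.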
POLI inh: DNA polymerase iota (human) inhibition. Q9UNA4. Pol iota fluorescent replication assay, 10 min. Potency, µM (top dose mostly 115 µM), for the others: top-dose activity, negative = inhibition, hits mostly inhibitors. hit rate 1% among 390,000. AID 588590; note: potency is the fitted concentration of half-maximal effect
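Fluorescent replication assay read twice, at 0 min and 10 min after adding 50 nM (final) substrate. Enzyme (10 nM) and compounds were first incubated 15 min at room temperature; enzyme-free buffer wells were negative controls.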
ERG-DNA inh: blocks human ERG Ets domain binding to DNA | P11308 | fluorescence polarization, His-ERG Ets domain / labelled DNA | Potency, µM (top dose mostly 76.9 µM), for the others: at the highest dose FP activity, negative = inhibition, hits mostly inhibitors | hit rate 0.028% among 370,000 | AID 624246; active = well fitted inhibition curve with a large enough effect in the polarisation, with a control signal flat; inconclusive = small, poorly fitted or top-dose-only effect, or effect the other way, or a change in a side signal; inactive = no such curve, though single readings can be large or run the other way; the % refers to the polarisation;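 note: polarization taken with two DNA probes labelled with fluorescein and Texas red; potency is the fitted concentration of half-maximal effect; % of control where 0% means no effect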
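His-tagged ERG Ets domain (1 uM in the protein solution; 300mM KCl, 50mM Tris-HCl, 1mM EDTA, 1mM DTT, pH 7.5) received compound, then a probe mix of 5 nM fluorescein-DNA and 100nM Texas-615-DNA. Fluorescence polarization was read for both dyes.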
APE1 inh: blocks human APE1 abasic DNA cleavage. P27695. recombinant APE1, TAMRA/BHQ-2 abasic DNA cleavage fluorescence. Potency, µM (highest dose often 65.8 µM), for the others: at the highest dose activity change, negative = inhibition, actives largely listed as inhibitors. hit rate 0.35% among 350,000. AID 2517;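 note: potency is the fitted concentration of half-maximal effect; plate controls were vehicle for no effect and reference inhibitor for full effect; nearly all actives have a fitted effect of over 55% in size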
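Substrate: short duplex with […] THF abasic site, 5'-TAMRA and 3'-BHQ-2, 50 nM final. APE1 at 0.75 nM, preincubated 15 min RT with compound. Fluorescence increase from first to third read measured activity.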
Starred values were filed as active, the others as inactive; ? = inconclusive; nt = not tested or not shown; & = joins results of further samples; [ ] = dose if it differs, or a comment. Unless noted, calls come from the whole dose curve; as a rule, active = well fitted curve in the direction sought with a large enough effect; inconclusive = small, poorly fitted or top-dose-only effect, or another doubt; inactive = no such curve, though single readings can be large; an effect the other way counts as inactive or inconclusive.

Fields: ALOX12 inh | Anesthetic bind | TRHR ag | BLM helicase inh | POLK inh | POLB inh | POLI inh | ERG-DNA inh | APE1 inh
> O=C(O)c1ccc(/C=C/c2nc3ccccc3c(=O)n2-c2ccc(Br)cc2)cc1
  -32% | -4% | -0.3 | -3% | 0% | ? | 16% | -7% | 33%
> COc1ccc(CCNC(=O)CCn2c(=O)c3ccccc3n(Cc3ccc(Cl)cc3)c2=O)cc1OC
  -13% | ? | -0.8 | 3% | 10% | 0% | 2% | 3% | nt
> COC(=O)C1=C(c2ccc(F)cc2OCc2ccccc2)C[C@@H]2CC[C@H]1N2C(=O)NCC1CC1
  4% | nt | -0.4 | nt | 1% | nt | 27% | 0% | -7%
> COc1cc(-c2nc3ccc(Cl)cn3c2Nc2ccc3c(c2)OCCO3)ccc1O
  7.9µM* | -4% | -1.4 | -9% | -1% | 1% | ? | 0% | nt
> CCc1ccc(NC(=O)C(C)OC(=O)c2c(C)nn(Cc3ccccc3)c2Cl)cc1 (stereo unspecified)
  -1% | -20% | 0.2 | -4% | -9% | -1% | 1% | 2% | -2%
> CN1CCN(CCOC2c3ccccc3CSc3ccc(Cl)cc32)CC1 (stereo unspecified)
  ? | -15% | 0.6 | -10% | -1% | 2% | 119%[activator] | 0% | 0%
> COc1cc(O)cc2c1cc([N+](=O)[O-])c1c(C(=O)O)cc3c(c12)OCO3
  ? | nt | nt | nt | -12% | nt | 16% | 11% | 1%
> Cc1cccc(-n2c(CC3C(=O)Nc4ccc(C)cc43)nc3ccccc3c2=O)c1 (stereo unspecified)
  ? | -18% | -0.2 | -1% | -6% | -2% | 30%[activator] | 1% | nt
> CC(=O)O.CC(=O)O.[Cd]
  nt | -2% | nt | ? | 10µM* | nt | nt | nt | 4µM*
> COC(=O)C1=C(c2cccc(OC)c2OC)C[C@@H]2CC[C@H]1N2C(=O)NCC1CC1
  14% | nt | nt | nt | 2% | nt | -12% | 14% | nt

More compounds
Fields: ALOX12 inh | Anesthetic bind | TRHR ag | BLM helicase inh | POLK inh | POLB inh | POLI inh | ERG-DNA inh | APE1 inh
> O=S(=O)(c1ccc(Cl)cc1)c1cc(Cl)c(Cl)cc1Cl
  nt | -12% | nt | 3% | -16%[60.1 µM] | nt | nt | nt | 12%
> CCc1ccc(NC(=O)CN2CC(c3ccccc3)CC2=O)cc1 (stereo unspecified)
  14% | 8% | -1.0 | 1% | -6% | 19% | 0% | 3% | 0%
> CC(c1ccccc1)n1cncc1C(=O)O (stereo unspecified)
  ? | 1% | 0.1 | -6% | 3% | 5% | 16% | -5% | ?
> CCN(C(=O)COC(=O)c1cn(C)c2ccccc12)c1ccc(F)cc1
  2%&-5% | nt | 0.7 | nt | 2% | nt | 46%[activator] | -4% | 11%
> O=C(Nc1ccncc1)c1cccn(Cc2ccccc2)c1=O
  0% | -6% | 0.3 | -9% | 3% | 7% | 39%[activator] | -3% | 1%
> C[C@@]12CCC(Cl)C[C@H]1CCC1C2CC[C@]2(C)C(=O)CCC12 (stereo partly specified)
  nt | -4% | nt | 1% | -4%[60.1 µM] | nt | nt | nt | 2%
> CC(CCC(=O)O)C1CCC2C3CCC4C[C@H](O)CCC4(C)C3CC(=O)C12C (stereo partly specified)
  1% | 0% | 0.3 | 0% | 2% | -10% | 61%[activator] | ? | 54%
> OCC12COC3c4ccccc4C(OC1)N32 (stereo unspecified)
  0% | 0% | 1.4 | 2% | -15% | 0% | 2% | 9% | 14%
> C=CCNC(=S)Nc1ccc(OC(=O)Nc2ccc(Cl)c(Cl)c2)cc1
  -24% | -11% | -0.6 | -5% | 11% | 4% | ? | -6% | 9%
> CCN(CC)C1=NC(=[N+](CC)CC)c2ccccc21
  0% | -5% | 0.2 | 4% | -11% | 34% | 19% | 1% | 11%

Next section
Fields: ALOX12 inh | Anesthetic bind | TRHR ag | BLM helicase inh | POLK inh | POLB inh | POLI inh | ERG-DNA inh | APE1 inh
> O=C(O)C1C2c3ccccc3C(O)C1(C(=O)O)c1ccccc12 (stereo unspecified)
  ? | nt | nt | nt | -4% | nt | -10% | 3% | nt
> C=Cn1ccnc1P(=S)(c1c(C)nn(-c2ccccc2)c1C)c1nccn1C=C
  -16% | -13% | 0.1 | -6% | -4% | -5% | 32%[activator] | nt | -2%
> NC(=O)CSP(=O)(c1ccccc1)c1ccccc1
  -12% | -2% | -2.6 | -7% | -12% | -22% | -4% | -14% | -1%
> CCOc1ccc(C2CC(c3c(O)n(C4CCCCC4)c(=O)[nH]c3=O)=Nc3ccccc3S2)cc1 (stereo unspecified)
  ? | 41%[activator] | -0.1 | -7% | -16% | -14% | 5% | -8% | nt
> CCn1c(=S)sc2c(=O)[nH]c(SCC(=O)Nc3cc(OC)ccc3OC)nc21
  -18% | -15% | 0.3 | -19% | -17% | 0% | ? | 5% | -8%
> CC1(C)C(C(=O)N2CCN(C(=O)c3ccccc3)CC2)C1(C)C
  22% | -9% | 0.5 | -2% | 4% | -4% | -12% | -4% | 20%
> CCN(CC)CCCN=Cc1c(O)n(CCc2ccc(OC)c(OC)c2)c(=O)[nH]c1=O
  -15% | -6% | 0.2 | 2% | 5% | 12% | -14% | 6% | 10%
> CC1=C2CCC3C(CCC4=CC(=O)CCC43C)C2CC1 (stereo unspecified)
  -19% | nt | nt | nt | -6% | nt | -11% | 0% | nt
> COc1ccc2c3c1O[C@H]1C(=O)CC[C@@]4(O)C(C2)N(CC2CC2)CCC314 (stereo partly specified)
  nt | -17% | nt | nt | 5%[19.4 µM] | 7%[57.1 µM] | 3%[58.9 µM] | nt | 1%&-3%
> CSc1ccc(C(=O)C2CCCN(Cc3cc4ccccc4[nH]3)C2)cc1 (stereo unspecified)
  -24% | ? | 0.9 | -6% | -12% | -9% | 100%[activator] | 9% | ?

4 compounds picked at random from the list so far:
Fields: ALOX12 inh | Anesthetic bind | TRHR ag | BLM helicase inh | POLK inh | POLB inh | POLI inh | ERG-DNA inh | APE1 inh
> CC1(C)C(C(=O)N2CCN(C(=O)c3ccccc3)CC2)C1(C)C
  22% | -9% | 0.5 | -2% | 4% | -4% | -12% | -4% | 20%
> CC1=C2CCC3C(CCC4=CC(=O)CCC43C)C2CC1 (stereo unspecified)
  -19% | nt | nt | nt | -6% | nt | -11% | 0% | nt
> CCN(CC)CCCN=Cc1c(O)n(CCc2ccc(OC)c(OC)c2)c(=O)[nH]c1=O
  -15% | -6% | 0.2 | 2% | 5% | 12% | -14% | 6% | 10%
> NC(=O)CSP(=O)(c1ccccc1)c1ccccc1
  -12% | -2% | -2.6 | -7% | -12% | -22% | -4% | -14% | -1%

New compounds follow.
Fields: ALOX12 inh | Anesthetic bind | TRHR ag | BLM helicase inh | POLK inh | POLB inh | POLI inh | ERG-DNA inh | APE1 inh
> CCn1c(O)c(C(c2ccccn2)c2c(O)n(CC)c(=S)[nH]c2=O)c(=O)[nH]c1=S
  11% | -5% | nt | -5% | 0% | -20% | 94%[activator] | -1% | 10%
> CC(=NCc1ccc2c(c1)OCO2)c1c(O)n(Cc2ccccc2)c(=O)[nH]c1=O
  ? | -12% | 0.0 | -7% | -6% | ? | 169%[activator] | 3% | -3%
> O=C(COc1ccccc1)NCCc1cnc[nH]1
  0% | -5% | 1.1 | -1% | -6% | 0% | 158%[activator] | ? | 32%
> CC(C)(C)c1ccc(C(=O)Nc2ccc(Cl)cc2C(=O)c2ccccc2)cc1
  -5% | -7% | 0.4 | -5% | -3% | 11% | 1% | -3% | nt
> O=C1CC(=O)N(c2cccc(Br)c2)C(=O)N1
  -26% | 3% | -0.5 | -14% | -18% | -1% | ? | 5% | 4%
> NNC(=O)c1ccc(Cl)cc1
  -17% | -2% | 0.9 | -12% | 3% | 18% | 17% | nt | 13%
> CC(C)CC(=O)NC(Oc1ccc(Cl)cc1)C(Cl)(Cl)Cl (stereo unspecified)
  0% | ? | -0.3 | -7% | -14% | 12% | 2% | -3% | -6%
> O=C(c1cc2cc(Cl)ccc2[nH]1)N1CCC2(CC1)OCCO2
  34%[activator] | -2% | 0.4 | 2% | -23% | 68% | ? | -1% | -5%
> O=C(CNC(=O)c1ccc(Cl)cc1)OCC(=O)c1ccc2c(c1)OCCO2
  12% | 10µM* | -0.7 | -5% | -15% | -16% | 31%[activator] | -6% | 3%
> COC(=O)C1=C(c2ccc(S(C)(=O)=O)cc2)C[C@@H]2CC[C@H]1N2C(=O)NC1CCCCC1
  2% | nt | nt | nt | 4% | nt | 27% | -7% | nt

Continued:
Fields: ALOX12 inh | Anesthetic bind | TRHR ag | BLM helicase inh | POLK inh | POLB inh | POLI inh | ERG-DNA inh | APE1 inh
> CCCOC(=O)COc1cc(C)cc2oc(=O)c3c(c12)CCC3
  -34% | -14% | 1.0 | 3% | 3% | 17% | -14% | -4% | 9%
> O=C(c1cccnc1)C1CCCN(Cc2nc(-c3cnccn3)no2)C1 (stereo unspecified)
  2% | -8% | -1.4 | 1% | -1% | 1% | 37% | -10% | -1%
> COc1ccccc1N1CCN(Cc2c(F)cccc2F)CC1
  -19% | 8% | -0.6 | -1% | 0% | -20% | ? | -8% | -3%
> CC=C(C)C1(CCC)C(=O)NC(=S)NC1=O
  32µM* | nt | nt | nt | -17% | nt | 13% | -9% | nt
> Cc1cccc(N/N=C/c2c(O)[nH]c(=S)[nH]c2=O)c1
  ? | nt | nt | nt | -5% | nt | 10% | 4% | nt
> CC(CCC(=O)O)C1CCC2C3CC[C@H]4CC(O)CC[C@@]4(C)C3CC[C@@]12C (stereo partly specified)
  nt | -4% | nt | -30% | -10%[60.1 µM] | nt | nt | nt | ?
> CCCCCOc1ccc(C)cc1CN(CCCl)CCCl
  0% | -2% | -1.3 | 2% | 2% | -13% | 15% | -13% | 1%
> CCOC(=O)C1=C(N)OC2=C(C(=O)CCC2)C12C(=O)Nc1ccccc12 (stereo unspecified)
  12% | -11% | 0.1 | -4% | -12%[60.1 µM] | 1% | -5% | nt | -1%

Source: PubChem

Only part of the results is shown; count on the stated rates, not on these rows.
